HSF1 activator: increases HSF-1 driven luciferase reporter signal; NIH3T3-HGL HSF-1 luciferase reporter, MG132, 8 h; 100% = twice DMSO control signal; activation, % at 9 µM; 300,000 compounds, 1.7% hits;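 active means mean replicate activation of at least 50% with a set share of replicates each reaching 50%; inconclusive means only one of those two conditions met; inactive means mean below 50% and too few replicates reaching it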;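 further: 0% = median of the neutral control wells and 100% = twice that signal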
AI-2 QS mod: modulators of Vibrio harveyi AI-2 quorum sensing system. 300,000 compounds, 0.4% hits. activity change, % at 7.5 µM. Vibrio harveyi JMH597 AI-2 luminescence/OD600 ratio, 9 h; hits give low values; strain lacks LuxN and CqsS sensors; 0 = neutral-control median; in the data active means activity change below about -75%, passing the limit was not always enough; inconclusive means no clear call, values can overlap the other calls;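 further: luminescence divided by OD600 gain over 9 h not by final OD600 alone; inactives centre near 13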
Platelet DG rel: platelet dense granule release activity; 300,000 compounds, 0.22% hits; inhibition, %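 (compounds screened at 7.5 µM in platelet-rich plasma)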; human platelet-rich plasma, SFLLRN dense granule ATP release, luminescence;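 active means mean replicate score, as percent of positive control, at or above 50; inconclusive means mean below 50 but at least one replicate at or above 50; inactive means mean and every replicate below 50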
aSyn 5UTR inh: 5' untranslated region of α-synuclein, MLPCN primary screen; 300,000 compounds, 0.82% hits; alpha-synuclein 5'UTR reporter, inhibitor activity; inhibition, % (tested at 7.5 µM); in the data active means inhibition above about 60%; inconclusive means no clear call, values can overlap the other calls;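 further: H4 neuroglioblastoma cells stably carrying SNCA 5'UTR luciferase fusion; 0% = DMSO wells and 100% = positive control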
HDAC3 inh: inhibitors of human histone deacetylase 3; recombinant HDAC3, fluorogenic peptide/trypsin coupled, fluorescence; inhibition, % at 8.3 µM; 320,000 compounds, 0.15% hits; AID 2718; in the data active means inhibition above about 26%, passing the limit was not always enough; inconclusive means no clear call, values can overlap the other calls
Target sequence (O15379 whole entry, looked up): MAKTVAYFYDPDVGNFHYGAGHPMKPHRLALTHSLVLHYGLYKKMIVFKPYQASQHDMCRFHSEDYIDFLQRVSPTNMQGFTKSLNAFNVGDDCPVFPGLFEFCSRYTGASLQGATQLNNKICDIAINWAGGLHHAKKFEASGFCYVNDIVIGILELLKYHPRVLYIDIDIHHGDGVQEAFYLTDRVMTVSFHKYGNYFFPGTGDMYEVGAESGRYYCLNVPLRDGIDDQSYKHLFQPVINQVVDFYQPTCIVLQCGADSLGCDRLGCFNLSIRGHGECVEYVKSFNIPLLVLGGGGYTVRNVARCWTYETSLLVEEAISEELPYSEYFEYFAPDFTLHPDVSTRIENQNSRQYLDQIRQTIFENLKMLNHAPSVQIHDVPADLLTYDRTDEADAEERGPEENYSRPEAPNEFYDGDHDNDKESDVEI
KLF5 inhibitor: suppresses KLF5 promoter-driven expression; DLD-1 KLF5 promoter-luciferase reporter, luminescence; inhibition, % at 5 µM; 290,000 compounds, 0.23% hits; AID 1700;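 active means inhibition above a per-plate limit of that plate's mean compound inhibition plus 3 SD, cut at about 60% in these data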;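 further: 0% = DMSO wells and 100% = LY294002 at 200 µM; higher means less KLF5 promoter-driven luciferase light; inactives centre near -14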
HSF1 inh: HSF1 inhibition. NIH3T3-HGL HSE-luciferase, MG132-induced, luminescence 8 h; hits give low values. activity change, negative = inhibition, % at 7.5 µM (by protocol). 300,000 compounds, 0.77% hits. AID 2098;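 active means more than half of replicate wells show activity change below -50%, luminescence cut by over half; inconclusive means some wells, but at most half, below -50%; inactive means no replicate well below -50%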;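 further: luciferase reports HSF-1 transcriptional activity via heat shock element; 0% = median of DMSO wells and -100% = zero luminescence signal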
HSP90 inh: blocks HSP90-mediated luciferase refolding in reticulocyte lysate | inhibition, % at 5.6 µM | AID 1789 | 290,000 compounds, 0.91% hits | Rabbit reticulocyte lysate, luciferase refolding luminescence, 3 h;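 active means inhibition above the screen-wide mean plus 3 SD, computed separately per campaign, cut at about 16% in these data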;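 further: 0% = DMSO wells and 100% = 60 µM geldanamycin wells; inhibitors lower the luminescence because luciferase stays unfolded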
IEC-6 cytotox: IEC-6 cytotoxicity, counter-screen for KLF5 inhibitors | inhibition, % at 5 µM | luminescence viability | 290,000 compounds, 0.78% hits; in the data active means inhibition above about 22%;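 further: 0% = plate median of test compound wells and 100% = cytotoxic reference compound wells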
HIF act: HIF pathway transcriptional activation | U2OS HRE-luciferase reporter, luminescence; normalized: DMSO 0%, desferrioxamine 100% | activation, % at 7.5 µM (by protocol) | 300,000 compounds, 0.32% hits | AID 1910;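 active means mean activation of at least 10% of the iron chelator positive control signal, with at least half of replicates also reaching 10%; inconclusive means mean and replicate majority disagree about reaching 10%; inactive means mean and most replicates under 10%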
Starred values were filed as active, the others as inactive; ? = inconclusive; . = not tested or not shown. This is a random part of the collection; 5% or so of the library scored in one or more.

SMILES	HSF1 activator	AI-2 QS mod	Platelet DG rel	aSyn 5UTR inh	HDAC3 inh	KLF5 inhibitor	HSF1 inh	HSP90 inh	IEC-6 cytotox	HIF act
Cc1cccc(NC(=S)NCc2ccc3[nH]c4c(c3c2)CCCC4)c1	18	25	-4	17	-3	3	7	7	-4	0.1
CC(C)(C)C(=O)Cn1c[n+](N)cn1	-2	14	-3	11	-2	-11	-2	0	-3	-0.3
COc1cccc(CCC(=O)N(C)C2CCCN(Cc3ccccc3F)C2)c1 (stereo not drawn)	6	13	-3	-8	-1	-14	-4	-5	-4	-0.4
Cn1cccc1-c1cc(C(=O)N/N=C/c2ccccc2Cl)[nH]n1	5	18	-6	-1	10	-143	1	-7	-2	-0.1
CNC(=O)C12CC3CC(C1)CC(c1ccc(C)cc1)(C3)C2	-13	7	6	-13	-5	-16	-8	-5	-4	-0.9
Cc1cc(C)nc(NS(=O)(=O)c2ccc(NC(=O)C(C)Oc3ccccc3F)cc2)n1 (stereo not drawn)	-1	10	-2	-8	0	-5	-4	-2	0	0.4
C1CCc2nc3c(nc2C1)CCCC3	-6	10	-3	-10	0	-17	1	2	-2	0.1
COc1ccc(Cc2nnc3n2N=C(c2cc4ccccc4o2)CS3)cc1OC	-39	23	-1	12	5	2	-17	2	0	0.7
Cn1nc([N+](=O)[O-])nc1S(C)(=O)=O	32	20	-1	-30	.	-9	17	0	7	-0.2
CC(C)N(Cc1nccn1C)C(=O)c1ccc(OC2CCN(C(=O)C3CC3)CC2)cc1	-6	17	10	-13	0	-18	-4	-1	-8	-0.1
C=CCSc1nc2c(cnn2-c2ccc(C)c(C)c2)c(=O)[nH]1	7	42	-11	20	-1	-13	2	1	-3	-0.2
CCC(C)(C)NC(=O)CN(C(=O)c1snc(C(N)=O)c1N)c1ccc2c(c1)OCO2	16	8	2	-22	2	-23	-1	0	-11	.
COC(=O)c1cc(S(=O)(=O)NCc2cc(OC)c(OC)c(OC)c2)cn1C	-8	20	1	-11	3	-2	-1	-5	0	-0.5
CC(=O)c1ccc(Nc2cc(C)nc3nc(C)nn23)cc1	-33	6	-2	6	6	-13	-17	3	-5	0.2
N#CCSCC(=O)Nc1ccc(Br)cc1	-10	15	-8	14	3	-22	-8	4	2	0.2
O=C(CNC(=O)c1ccc(Cl)cc1)OCC(=O)c1ccc2c(c1)OCCO2	10	12	-3	-25	0	-75	4	1	-3	0.9
Cc1ccc(S(=O)(=O)N(CC(=O)Nc2ccc(F)cc2)C(=O)N2CCN(C)CC2)cc1	-14	19	-7	4	-9	.	1	.	.	-0.1
COc1ccccc1-n1c(CNC(=O)c2ccc(S(=O)(=O)N3CCCCC3)cc2)n[nH]c1=S	-13	9	12	-6	5	-8	-2	4	13	0.0
O=C(CCN1C(=O)/C(=C\c2cccc(Br)c2)SC1=S)NCCCN1CCOCC1	1	16	2	25	7	-20	-4	-3	-4	0.0
CCOC(=O)C1(Cc2cccc(OC)c2)CCN(Cc2cccc(OC)c2O)CC1	-9	45	6	-7	-2	-43	0	0	4	-0.2
CCO[C@@H]1OC(C(=O)NCc2nc3ccccc3[nH]2)=C[C@H](C2CC2)[C@H]1CCCO	-10	0	-6	-119	7	38	-2	3	42*	3.8
O=c1[nH]c(CSc2nc(-c3ccccc3)cs2)nc2ccccc12	42	14	-1	-5	1	-16	28	-1	6	1.0
Cc1nc2ccc(NC(=O)COc3ccccc3F)cc2s1	20	-2	0	-133	10	-59	2	-3	-2	1.3
N#C/C(=C\c1c(N2CCCCCC2)nc2ccccn2c1=O)C(=O)NC1CCS(=O)(=O)C1 (stereo not drawn)	-7	8	1	14	.	-5	-4	-2	-5	0.4
CC(=O)c1c(C)n(-c2ccccc2)c2ccc(O)cc12	.	7	-13	6	2	0	.	2	-5	1.1
CCOc1ccc([N+](=O)[O-])cc1CNC1CCCCCCC1	42	11	1	-16	3	-3	14	-2	6	-12
Nc1nc(CN2CCOCC2)cs1	2	30	4	-11	-1	-17	0	1	0	-0.4
CN(C(=O)c1nn(C)c2c1CSc1ccccc1-2)c1ccccc1Cl	2	24	15	-11	-1	-15	-4	-2	2	-0.1
COc1ccc(OC)c(NC(=O)C2CCN(C(=O)c3cccs3)CC2)c1	-3	9	-10	-10	1	-23	2	4	4	-0.3
CN1C=CC=C/C1=C1\SC(=S)N(c2ccccc2)C1=O	-24	11	5	-5	3	-6	1	3	1	0.1
Cc1nc2ccc(NC(=S)NCCCO)cc2nc1C	14	21	2	-22	-7	-33	11	-4	-9	-0.4
CCSc1nnc(NC(=O)CSc2nccn2-c2cc(C)cc(C)c2)s1	-15	10	10	-3	2	-1	3	5	-4	-0.2
COc1ccc2c(c1)c(CC(=O)OCC(N)=O)c(C)n2C(=O)c1ccc(Cl)cc1	18	32	0	1	12	-24	7	-2	0	-0.3
COc1ccccc1Nc1nc(N)nc(-c2cc3ccccc3o2)n1	24	6	-3	-62	3	-10	9	2	10	2.9
Cc1ccc(-c2nc3ccccc3c(=O)n2NC(=S)N(C)C)cc1	-8	11	-4	-12	4	-16	-1	-5	3	.
CC(C)(C)C(=O)OCCn1c(=O)c2cc3c(=O)n(CCOC(=O)C(C)(C)C)c(=O)c3cc2c1=O	-1	9	19	9	-5	-26	-2	0	-1	-0.3
CCC(Oc1ccccc1)C(=O)Nc1ccccc1N1CCCC1 (stereo not drawn)	0	8	28	12	8	-38	-3	-3	-10	-0.3
Nc1[nH]ncc1-c1ccccc1	21	41	-12	-17	5	-31	4	1	7	0.2
COc1ccc(NC(=O)c2sc3ncnc(N4CCN(c5ccccn5)CC4)c3c2C)cc1Cl	15	6	2	16	1	-23	-11	3	0	0.2
O=C(NC1CCc2ccccc21)C1CCN(S(=O)(=O)c2ccc(-n3cnnn3)cc2)CC1 (stereo not drawn)	3	15	0	11	0	-37	-1	0	-2	-0.2
Cc1ccc(/C=C(/C#N)c2nc(CCN3C(=O)c4ccccc4C3=O)cs2)cc1	-65	10	8	8	5	-6	-53*	0	-4	0.3
COc1ccc(NC(=S)NCCc2ccccc2)c(OC)c1	-18	9	10	-3	0	-1	-8	1	-3	-0.5
Cc1nc(C)c(-c2ccc(SCC(=O)Nc3cccc(Cl)c3C)nn2)s1	-50	3	10	30	-4	-6	-33	2	3	0.2
CCN1CCN(C(=O)c2ccc(Cl)c(S(=O)(=O)N3CCOCC3)c2)CC1	6	0	-7	-25	?	-12	-4	-4	1	0.0
COc1cccc(N2C(C(C)=O)=NN(c3ccccc3)C2c2ccc(N3CCOCC3)cc2)c1 (stereo not drawn)	-11	26	9	-82	.	-36	2	1	9	2.6
Cc1ccc(CNC(=O)C2CCC(=O)N(Cc3ccccc3F)C2)s1 (stereo not drawn)	19	20	-16	0	0	-16	10	0	-1	1.0
Cc1cc(Nc2ccccc2)n(-c2ccc(C(=O)O)cc2)n1	.	3	5	28	-5	-1	.	2	10	-0.7
Cc1ccc(S(=O)(=O)N(C)C)cc1NC(=S)NCCc1ccccn1	13	2	4	6	7	19	-1	3	-5	-0.7
CCC(Cc1ccccc1)NC(=O)CCn1cccc1 (stereo not drawn)	-1	-3	-6	2	?	-25	1	-2	-3	0.9
COc1cccc(N2CCN(C(=O)c3cccc(N4C(=O)NC5CC4(C)Oc4c(OC)cccc45)c3)CC2)c1 (stereo not drawn)	1	7	-4	-12	-1	-18	6	-2	1	0.3
O=C(NCc1ccccc1Cl)c1ccc[nH]1	4	-11	4	2	2	-3	-5	-1	0	-0.5
CCn1cnc2c([N+](=O)[O-])c(NS(=O)(=O)c3ccc(C)cc3)ccc21	10	12	6	6	-1	.	2	.	.	0.0
COc1cc(C#N)ccc1OC(=O)c1cccc(S(=O)(=O)N2CCN(C)CC2)c1	4	7	-2	-3	5	.	-1	.	.	-33
COc1ccc([N+](=O)[O-])cc1NC(=O)C1(c2ccccc2)CCOCC1	-7	26	-1	-9	11	-8	2	0	-2	-0.4
O=S(=O)(c1ccc(OCC(O)CNCc2ccco2)c(Cl)c1)N1CCOCC1 (stereo not drawn)	-32	-23	-4	-7	-4	10	-18	2	4	-42
Cc1ccc(N(C)C(=O)N2CCN(S(=O)(=O)c3ccc(C)c(C)c3)CC2)cc1	32	22	-3	22	3	1	5	-2	1	0.3
CN(c1ccccc1)S(=O)(=O)c1cccc(C(=O)NCCCN2CCCC2=O)c1	-35	10	15	8	-3	.	-10	.	.	-0.2
Cc1ccc(C(=O)NCc2ccccc2)cc1Br	0	-77*	13	-10	-5	-9	11	-1	-5	0.7
CC(C)CCNC(=O)COC(=O)c1ccc(Br)o1	-16	40	-2	10	5	-24	-10	0	-3	-43
C#Cc1ccc([C@@H]2C=C(C(=O)N3CCN(Cc4ccccc4)CC3)O[C@H](OCCCCO)C2)cc1	-5	4	4	99*	8	66*	4	0	18	2.9

Only KLF5 inhibitor and HSF1 activator, for some of the entries so far:
smiles,KLF5 inhibitor,HSF1 activator
Cc1cc(Nc2ccccc2)n(-c2ccc(C(=O)O)cc2)n1,-1,.
Cc1ccc(C(=O)NCc2ccccc2)cc1Br,-9,0

The list goes on.
SMILES	HSF1 activator	AI-2 QS mod	Platelet DG rel	aSyn 5UTR inh	HDAC3 inh	KLF5 inhibitor	HSF1 inh	HSP90 inh	IEC-6 cytotox	HIF act
O=C(CNC(=O)c1ccco1)Nc1ccc(F)c(Cl)c1	-7	7	1	1	6	-35	0	-2	4	-1.4
CCOc1ccc2[nH]c(=O)c(CN(CC3COCCO3)C(=O)c3ccco3)cc2c1 (stereo not drawn)	7	1	0	1	-2	.	-2	.	.	0.1
C=CCSc1nnc(-c2ccccc2NC(C)=O)c(=O)[nH]1	7	9	-2	2	-3	17	-5	3	6	-0.7
CC(=O)C1=NOC(CNc2ncc(C(F)(F)F)cc2Cl)C1 (stereo not drawn)	28	11	-2	-86	0	-35	31	6	0	0.6
O=C1NN(c2ccccc2)C(=O)/C1=C/c1cccs1	-17	29	4	1	5	-9	8	-2	4	0.0
Cc1cc2cc(CCNC(=O)c3ccc(S(=O)(=O)N4CCCC4)cc3)c(=O)[nH]c2cc1C	4	30	-5	3	-7	-21	-6	6	-1	-0.8
CCOc1c(CNCCNC(=O)c2nonc2N)cccc1OC	23	23	-6	11	7	-20	8	-1	-1	-0.2
C=CCN(CC=C)S(=O)(=O)c1ccc(NC(=S)NC(=O)/C=C/c2ccc(C)cc2)cc1	-8	19	8	-10	18	-13	-2	2	-1	0.0
CC(NS(=O)(=O)c1ccc(Cl)cc1)C(=O)NCCC1=CCCCC1 (stereo not drawn)	9	-22	2	28	-3	3	4	-3	-4	-0.1
O=C(NC1CCCCC1)c1ccc(CNc2ccccc2)o1	18	13	-3	3	-6	-10	-4	1	0	1.1
Cc1cc(NC(=O)c2oc3ccccc3c2C)ccc1-n1cnnn1	-5	21	-7	-124	1	2	3	-3	4	1.0
c1ccc(-n2cnc3cc(NCc4ccccn4)ccc32)cc1	-46	15	-5	-66	5	-69	-36	18*	0	1.0
CNC(=O)c1[nH]cnc1C(=O)N[C@@H](CCCCNC(=O)OC(C)(C)C)C(=O)OC(C)(C)C	17	3	-3	5	-4	-18	-4	-1	0	-1.0
